RBBP9 inhibitor: blocks human serine hydrolase RBBP9; recombinant RBBP9, FP-Rh probe fluorescence polarization; inhibition, % at 7.94 µM; AID 1515; O75884; 220,000 tested, 0.2% active;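 active = inhibition above the campaign mean of all tested compounds plus 3 SD, cut at about 14% in these data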;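 also: plate controls were DMSO wells with RBBP9 for no effect and wells lacking RBBP9 protein for full effect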
Target sequence (O75884 whole entry, looked up): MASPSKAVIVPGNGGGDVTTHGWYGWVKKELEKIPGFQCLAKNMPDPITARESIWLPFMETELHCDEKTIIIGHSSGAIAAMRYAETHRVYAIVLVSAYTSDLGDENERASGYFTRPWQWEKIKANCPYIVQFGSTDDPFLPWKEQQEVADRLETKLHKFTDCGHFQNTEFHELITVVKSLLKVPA
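Test system: recombinant human RBBP9; Timing: 30 min then 45 min, 25 °C; Detection: fluorescence polarization; Control set: RBBP9 with DMSO as uninhibited control, no-protein wells as full inhibition; Compound dosing: one concentration, 7.94 µM nominal, 0.794% DMSO; Probe or stimulus: FP-Rh activity-based probe, 375 nM before mixing.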
NPY Y1 blocker: blocks the human neuropeptide Y Y1 receptor; inhibition, % at 3.6 µM; 200,000 tested, 1% active; P25929; HEK293-CNG Y1 cells, membrane potential fluorescence; NPY at EC95, then isoproterenol;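 active = inhibition above the campaign mean inhibition of all tested compounds plus 3 SD, cut at about 20% in these data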;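 also: 0% = DMSO wells given NPY plus isoproterenol and 100% = isoproterenol alone without NPY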
Target sequence (P25929 whole entry, looked up): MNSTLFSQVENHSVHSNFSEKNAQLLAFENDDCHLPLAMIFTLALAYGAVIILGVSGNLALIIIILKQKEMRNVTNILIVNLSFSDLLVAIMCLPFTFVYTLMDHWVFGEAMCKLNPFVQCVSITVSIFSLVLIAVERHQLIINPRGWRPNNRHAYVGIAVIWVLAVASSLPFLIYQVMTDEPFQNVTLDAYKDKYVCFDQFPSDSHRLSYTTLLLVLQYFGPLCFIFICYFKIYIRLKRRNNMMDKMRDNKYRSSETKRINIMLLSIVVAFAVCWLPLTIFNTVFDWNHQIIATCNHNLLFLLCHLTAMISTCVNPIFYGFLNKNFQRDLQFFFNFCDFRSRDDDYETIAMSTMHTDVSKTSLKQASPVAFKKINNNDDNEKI
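Material: Y1- and CNG-channel-expressing HEK293 cells / Probe or stimulus: NPY 25 nM then isoproterenol 1 µM plus Ro 20-1724 25 µM / Doses: 3.6 µM single dose, DMSO 0.4% / Schedule: compound incubation 1 h at room temperature, readout 45 min post-stimulation / Signal: membrane potential fluorescence / Benchmarks: isoproterenol-only wells as full block versus NPY-plus-isoproterenol wells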
S1P4 antagonist: human S1P4 receptor antagonism. 220,000 tested, 0.26% active. AID 1510. S1P4-expressing cells, antagonist mode, reporter read-out. inhibition, % at 4.98 µM; in the data active = inhibition above about 29%;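 also: 0% = wells stimulated with agonist and 100% = vehicle wells without agonist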
Target sequence (O95977 whole entry, looked up): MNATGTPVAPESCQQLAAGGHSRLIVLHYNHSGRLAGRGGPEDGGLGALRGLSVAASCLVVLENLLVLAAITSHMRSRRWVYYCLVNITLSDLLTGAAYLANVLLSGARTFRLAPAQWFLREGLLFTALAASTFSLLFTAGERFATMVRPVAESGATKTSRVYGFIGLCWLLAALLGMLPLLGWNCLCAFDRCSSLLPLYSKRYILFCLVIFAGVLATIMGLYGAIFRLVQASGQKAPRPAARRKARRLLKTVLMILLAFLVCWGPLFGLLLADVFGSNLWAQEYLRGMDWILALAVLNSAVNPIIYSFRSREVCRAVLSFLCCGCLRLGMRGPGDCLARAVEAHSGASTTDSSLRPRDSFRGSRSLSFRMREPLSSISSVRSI
Runt-CBFb FRET: blocks binding of human RUNX1 Runt domain to CBFb | Q01196+Q13951 | Cerulean-Runt/Venus-CBFb FRET ratio 530/480, 1 h | inhibition, % at 20 µM | 220,000 tested, 0.46% active;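 active = inhibition over about 50% at 20 µM in the single-dose screen, limit read from the data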;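 also: 0% = DMSO wells and 100% = excess unlabeled CBFb competitor control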
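Measured by: fluorescence energy transfer, 422 nm excitation, 530/480 nm emission; Assay system: Cerulean-Runt domain; Medium: Tris pH 7.5 buffer with BSA; Measure: loss of energy transfer signal; Controls: 5 µM unlabeled CBFb as full-inhibition high control; Incubation: protein complex preformed 1 h, compound exposure 1 h, room temperature, dark.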
S1P4 ag: activates the human S1P4 receptor | S1P4-expressing cell line, agonist reporter assay | activation, % at 4.98 µM | 220,000 tested, 0.35% active | O95977; in the data active = activation above about 11%;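 also: 0% = DMSO vehicle and 100% = reference agonist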
Ba/F3 V617F tox: reduce viability of Ba/F3 cells dependent on JAK2V617F; 220,000 tested, 1.1% active; Ba/F3 EpoR-JAK2V617F viability, ATP luminescence; inhibition, % at 5.6 µM; AID 1446;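 active = inhibition above the campaign mean plus 3 SD over all tested compounds, cut at about 24% in these data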;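 also: cytokine-independent growth of Ba/F3 cells driven by EpoR plus mutant JAK2; 0% = DMSO-treated cells and 100% = JAK inhibitor I control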
NPY-Y2 PAM-ag: human NPY-Y2 potentiation or agonism, primary screen; P49146; cells expressing NPY-Y2, potentiator/agonist read-out; activation, % at 3.6 µM; 220,000 tested, 0.45% active; AID 1359; in the data active = activation above about 27%;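 also: cells stimulated with NPY near EC25 plus isoproterenol at EC100; 0% = vehicle plus submaximal agonist and 100% = vehicle plus saturating agonist; some results beyond the cut were filed as inactive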
NPY1 pot ag: potentiates or activates human NPY-Y1 receptor. P25929. NPY-Y1 expressing cells, potentiator/agonist activation. activation, % at 3.6 µM. 220,000 tested, 0.37% active; in the data active = activation above about 33%, passing the limit was not always enough;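 also: cells stimulated with NPY at EC10 then isoproterenol at EC100; 0% = low agonist plus stimulus and 100% = saturating agonist plus stimulus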
BaF3 parental: reduces parental Ba/F3 cell viability, JAK2V617F counter-screen. CellTiter-Glo ATP luminescence. inhibition, % at 5.6 µM. 220,000 tested, 1.1% active. AID 1486;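 active = inhibition above a per-campaign cutoff, the mean inhibition of all tested compounds plus 3 SD, cut at about 27% in these data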;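 also: 0% = DMSO wells and 100% = JAK Inhibitor I control wells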
* marks the source's active call; other numbers are inactive results; nt = no result given.

entry	compound	NPY Y1 blocker	BaF3 parental	RBBP9 inhibitor	Runt-CBFb FRET	S1P4 antagonist	S1P4 ag	Ba/F3 V617F tox	NPY-Y2 PAM-ag	NPY1 pot ag
1	Cc1ccccc1OCCCCc1c(C)n[nH]c1C	-14	3	-8	-2	-2	2.5	0	5	23
2	CSc1nc2c(cc1C#N)CCCCC2	4	6	2	-2	4	-2.2	4	-4	8
3	O=C(COC(=O)CNC(=O)C12CC3CC(CC(C3)C1)C2)NC1CCS(=O)(=O)C1 (configuration not stated)	-1	9	-3	-2	-14	-0.8	-2	-3	-27
4	COc1ccc(N2CCN(C(=O)c3c(-c4ccccc4)noc3C)CC2)cc1	-2	4	-4	-2	-13	-2.5	3	4	-4
5	Cc1ccc(-n2nnnc2SCn2nnc3ccccc3c2=O)cc1	6	6	-2	3	-6	-0.4	5	-19	-42
6	CC(C)(CO)NC(=O)C12CC3CC(CC(Br)(C3)C1)C2	nt	-2	-7	2	-9	0.7	-1	-12	-1
7	CC1(C)C2CCC1(C)C(NC(=O)/C=C/c1ccccc1)C2 (configuration not stated)	3	6	1	-3	25	1.2	-2	-13	10
8	CC1(C)CC(=O)C(C=NCCN2CCN(C(=O)CC3CCCC3)CC2)=C(O)C1	2	3	-3	-1	-4	0.5	-2	13	8
9	O=C(O/N=C1\CCCc2ccccc21)c1cccc(Cl)c1	6	7	-7	0	13	-0.4	2	4	3
10	COc1ccc(-c2noc(CCCC(=O)N3CCOCC3)n2)cc1	-7	7	-1	0	14	1.8	0	5	6
11	Cc1ccc(S(=O)(=O)N2CCOCC2)cc1C(=O)N1C(=O)c2cccc(N)c2C1=O	9	5	0	-34	5	2.5	-1	5	4
12	Cc1cccc(NC(=O)C2CCCN2C(=O)OCC(C)C)c1 (configuration not stated)	2	3	2	-4	8	0.8	-1	-13	-15
13	COc1ccc(S(=O)(=O)N2CCCN(CC(=O)Nc3ccc(OC)c(Cl)c3)CC2)cc1	38*	6	-6	0	3	-0.4	5	-21	-46
14	Cc1occc1C(=O)Nc1ccc(S(=O)(=O)N2CCN(C)CC2)cc1	4	-1	-9	2	-21	-1.6	-3	5	-24
15	CC1CCN(C(=O)CSc2nnc(CNC(=O)c3ccco3)o2)CC1	-8	5	-9	3	-5	1.4	2	-11	-20
16	N#CCCn1nc(-c2ccc(Br)cc2)cc1Nc1ccccc1NC(=O)C(F)(F)F	-6	9	-5	-4	-164	-0.8	0	15	34
17	COc1cccc(C(=O)NNC2OC(CO)C(O)C2O)c1 (configuration not stated)	-4	3	7	-2	2	0.1	0	1	-17
18	O=c1cc(C(F)(F)F)nc(-n2[nH]c3c(c2=O)CCCC3)[nH]1	4	8	-7	-5	-26	-1.0	2	-2	8
19	O=C(NCCCc1ccccc1)c1ccc(Br)o1	2	4	-3	3	-8	-1.1	1	-6	-18
20	C=CCn1c(Cc2cccs2)nnc1SCC(=O)c1ccc2ccccc2c1	9	6	-6	-2	-9	0.5	-1	-10	-14

Next entries:
entry	compound	NPY Y1 blocker	BaF3 parental	RBBP9 inhibitor	Runt-CBFb FRET	S1P4 antagonist	S1P4 ag	Ba/F3 V617F tox	NPY-Y2 PAM-ag	NPY1 pot ag
21	Cc1cccc(NS(=O)(=O)c2ccc(Br)s2)n1	3	-1	4	1	9	0.7	-3	13	8
22	COC(=O)C1=C(C)N(c2ccc(C(=O)OC)cc2)C(=O)C1	1	2	-4	0	15	-1.1	-4	11	-5
23	Cc1c(C(=O)OCC(C)C)[nH]c2c1C(=O)CC(c1ccco1)C2 (configuration not stated)	0	76*	-2	40	-2	-1.6	79*	-19	-17
24	COc1ccc(-n2c(C)cc(C(=O)CN3C(=O)NC4(CCCc5sccc54)C3=O)c2C)cc1 (configuration not stated)	1	0	-7	-3	-4	-1.7	-2	-5	31
25	C/C(=N\N1CCN(c2ccc(Cl)cc2)CC1)c1ccco1	2	5	-4	-2	5	2.5	2	3	-12
26	Cc1c(/C=N/N2C(=O)C3C4C=CC(C4)C3C2=O)c2ccccc2n1C (configuration not stated)	1	-2	-9	-2	-12	0.4	-6	10	3
27	Cc1noc(C)c1C(=O)N1CCc2ccccc2C1	10	3	0	1	-12	-0.8	2	-6	0
28	O=C(O)CSc1nnc(Cc2cccc3ccccc23)n1-c1cc(C(F)(F)F)cc(C(F)(F)F)c1	nt	-2	-2	3	-5	1.5	-7	19	15
29	Cc1ccc(C2(c3noc(CN(C)Cc4ccccn4)n3)CCCC2)cc1	2	5	3	-1	3	0.1	-3	-33	-9
30	O=C(/C=C/c1ccccc1)NNC(=O)c1cccs1	1	41*	0	-1	-3	0.0	24*	7	18
31	OC(c1ccccc1)C1CN(Cc2ccccc2)CCC1(O)c1ccccc1 (configuration not stated)	6	4	-10	2	-28	0.4	-2	-10	-31
32	OC(CNCc1ccccc1F)(c1ccc(F)cc1)c1ccc(F)cc1	17	4	1	-1	19	-0.5	-1	-2	-26
33	Cc1cc(NCCCN2CCOCC2)n2nc(C)c(-c3ccc(F)cc3)c2n1	7	6	2	1	-2	-0.9	0	21	7
34	O=C(CN1C(=O)C2CCCCN2C(=O)c2ccccc21)Nc1ccc(F)cc1 (configuration not stated)	7	5	-8	0	4	-0.1	3	-3	-7
35	CC(C)c1nnc(NC(=O)CCC(=O)NCc2ccc3c(c2)OCO3)s1	6	13	-10	0	-22	-0.5	4	-30	-38
36	Cc1ccc(S(=O)(=O)Oc2ccc(C(c3c(C)[nH][nH]c3=O)c3c(C)[nH][nH]c3=O)cc2)cc1	3	5	-25	4	-21	0.1	0	1	11
37	Cc1ccc(C)c(N(C)C(=O)c2coc(=O)c3ccccc23)c1	-2	5	-4	0	-23	-0.2	2	5	0
38	CC(C)n1nc(C(=O)Nc2nnc(C3CC3)s2)c2ccccc2c1=O	-4	-1	-5	1	-5	-1.3	-2	11	10
39	CNC(=S)N1CCN(c2nc3ccccc3s2)CC1	6	3	-9	-3	-16	0.1	3	-3	-8
40	CC(=O)N[C@@H](Cc1c[nH]c2ccccc12)C(=O)OCC(=O)NCc1ccc2c(c1)OCO2	5	3	-7	-2	-16	0.6	-3	7	-18

More records
entry	compound	NPY Y1 blocker	BaF3 parental	RBBP9 inhibitor	Runt-CBFb FRET	S1P4 antagonist	S1P4 ag	Ba/F3 V617F tox	NPY-Y2 PAM-ag	NPY1 pot ag
41	Nc1ccc(C(=O)Nc2ccc3nc(-c4ccncc4)[nH]c3c2)cc1	6	-1	1	-1	7	1.2	-2	-2	6
42	Cc1onc(-c2ccccc2)c1C(=O)NCc1ccc2c(c1)OCO2	-1	3	4	2	-9	0.2	-1	7	-32
43	COc1ccccc1NC(=O)c1csc2c1CCC(C)C2 (configuration not stated)	8	2	-8	-2	-12	2.2	-4	-7	-3
44	CCCC1(C(=O)OCC)NC(c2ccc(O)cc2)C2C(=O)N(c3ccc4c(c3)OCCO4)C(=O)C21 (configuration not stated)	0	2	1	1	-11	1.4	-1	-5	5
45	Cc1ccc(-c2cc(C(=O)N/N=C/c3ccco3)[nH]n2)cc1	0	4	-5	18	19	1.2	3	-20	-23
46	CNC(=O)c1cc(Nc2nnc(-c3ccc(O)cc3)c3ccccc23)ccc1OC	2	4	-8	-4	2	-0.5	4	0	-7
47	CCc1ccc(OCC(=O)NC(=S)Nc2ccc(F)cc2)c(Br)c1	5	-4	-9	-1	-1	1.3	0	-25	-9
48	CCOC(CNC(=O)c1cc(C)nn1-c1ccccc1)OCC	7	3	6	2	-6	-0.4	-1	-4	13
49	CCc1ccc(S(=O)(=O)NCCc2csc(-c3cccnc3)n2)s1	2	1	1	0	-10	-4.4	-7	1	4
50	CN(C(=O)COc1cc(=O)n(C)c2ccccc12)c1cccc(Cl)c1	12	0	-2	3	1	-6.6	-2	-1	0
51	Cc1ccc(NS(=O)(=O)c2ccc(C(=O)N3CCCN(C)CC3)cc2)cc1	3	-2	-7	nt	-2	3.2	-3	-3	16
52	CCn1cc(C(=O)NCCC2=CCCCC2)c(=O)c2cc(S(=O)(=O)N(C)C)ccc21	-3	4	-1	nt	-14	3.1	-1	4	-17
53	O=C(NCc1ccco1)c1cccc2c1C(=O)N(C1CCCCC1)C2	-2	4	-6	-3	-28	-0.3	1	-4	4
54	Clc1cccc(-c2nc3nc4ccccc4nc3n2Cc2ccccc2)c1	11	6	0	-2	-10	0.2	-2	4	6
55	CC1=CC(C)C2C(=O)N(CCCN(C)C)C(=O)C2C1 (configuration not stated)	7	-1	-11	-1	-30	-3.6	0	4	-11
56	COC(=O)c1ccc(NC(=O)C(=O)NCC2CCCO2)cc1 (configuration not stated)	3	3	-6	-3	-1	-0.8	-4	8	18
57	COc1cc(CO)cc(Br)c1OCc1cccnc1	-1	4	-5	0	3	-0.5	1	3	17
58	CC(C)Oc1ccc(CSc2nnc3n(C)c(=O)c4c5c(sc4n23)CCCC5)cc1	4	-2	-9	nt	-8	0.6	-2	-3	15
59	CCOC(=O)C(C)Sc1ccc2nnc(CCNS(=O)(=O)c3ccc(C)cc3)n2n1 (configuration not stated)	3	5	2	-1	-17	0.0	4	-2	-7
60	S=C(NCc1ccccc1)N1CCCCC1	1	3	-7	-1	-8	0.2	0	3	4
